Screens from PubChem BioAssay.
TNF death inh: inhibitors of TNF-alpha triggered necroptosis, primary screen, cell-based, Jurkat FADD-/-, single concentration; 220,000 compounds, 0.068% hits; AID 463075, 2010; activation (protection from cell death), % at 10 µM; Jurkat FADD-/- TNF necroptosis rescue, ATP luminescence, 24 h; 0 = TNF only, 100 = no-TNF cells;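 active means activation, meaning protection from cell death, of at least 50% relative to plate controls; inactive means activation below 50%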;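 further: necroptosis triggered by 40 ng/mL TNF-alpha added together with compound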
eIF4E 4G PPI: eIF4E–eIF4G protein interaction inhibitors, primary screen, biochemical, uHTS, TR-FRET, eIF4GI fragment. inhibition, % at 21.7 µM. AID 782, 2007. Eukaryotic translation initiation factor 4E (Mus musculus) + Eukaryotic translation …. TR-FRET eIF4E-eIF4GI(517-606) binding, 2 h. 220,000 compounds, 0.37% hits;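 active means inhibition above about 30%, limit read from the data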;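 further: 0% = full FRET control wells and 100% = background wells lacking eIF4GI fragment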
MDM2 E3 inh: MDM2-luciferase reporter signal enhancers, primary screen, MDM2 E3 ligase inhibitor project, cell-based, luminescence, 1536-well; 210,000 compounds, 0.11% hits; cell-based MDM2 ubiquitination luciferase reporter, 2 h; 0 = plate control, 100 = twice control, blank-subtracted; signal enhancement, % at 5 µM; E3 ubiquitin-protein ligase Mdm2 (Homo sapiens), Q00987;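 active means signal enhancement of 30% or more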;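 further: luminescence tracks abundance of the self-degrading MDM2-luciferase fusion protein; higher signal means inhibition of MDM2 E3 ligase activity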
Target sequence (Q00987 whole entry, looked up, the tested form may be a part): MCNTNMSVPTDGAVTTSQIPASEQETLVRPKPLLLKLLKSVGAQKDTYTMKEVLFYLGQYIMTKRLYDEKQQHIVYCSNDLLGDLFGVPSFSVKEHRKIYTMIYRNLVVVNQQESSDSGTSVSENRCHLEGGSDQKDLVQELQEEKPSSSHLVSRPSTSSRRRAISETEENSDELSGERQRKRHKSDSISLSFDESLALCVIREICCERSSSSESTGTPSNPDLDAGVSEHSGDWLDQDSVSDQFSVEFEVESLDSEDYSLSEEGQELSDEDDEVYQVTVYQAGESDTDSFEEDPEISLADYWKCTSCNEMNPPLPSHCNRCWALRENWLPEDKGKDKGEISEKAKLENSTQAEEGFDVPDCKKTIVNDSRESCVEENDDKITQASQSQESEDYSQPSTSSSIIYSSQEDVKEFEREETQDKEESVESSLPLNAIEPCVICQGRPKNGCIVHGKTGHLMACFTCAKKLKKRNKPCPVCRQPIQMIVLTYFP
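system = mammalian cells stably expressing self-ubiquitinating, self-degrading MDM2 E3–luciferase fusion | quantity = 2000 cells per well seeded | incubation = 4 h cell settling then 2 h compound exposure, 37 °C | signal = SteadyLite luminescence, 15 min reagent step | benchmarks = plate control and blank wells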
m-calpain inh: inhibitors of pig calpain II, primary screen, biochemical, fluorogenic peptide substrate, 1536-well | purified calpain II, 30 min | inhibition, % at 16 µM | 220,000 compounds, 0.37% hits | AID 1236, 2008;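 active means inhibition above about 50%, limit read from the data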
KCC2 mod: KCC2 cotransporter modulators, thallium flux, primary screen, cell-based, HEK293 KCC2, FluoZin-2 fluorescence, MLSMR; Solute carrier family 12 member 5 (Homo sapiens), Q9H2X9; KCC2 cells, thallium flux FluoZin-2 fluorescence; B-score of Tl+ flux slope (higher = more flux/activation; lower = inhibition) at 10 µM; 190,000 compounds, 2.2% hits;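 active means thallium flux slope and its plate-corrected score both differing from the plate sample mean at a set confidence after two filtering rounds, in either direction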;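 further: slope of fluorescence scaled to starting intensity during 10 to 20 s after thallium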
Rad51 HR inh: human RAD51 strand exchange inhibitors, primary screen, biochemical, fluorescence; hRad51 DNA strand exchange, fluorescence dequenching; inhibition, % at 10 µM; 200,000 compounds, 0.085% hits;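 active means inhibition above 40% at the single screening dose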;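 further: 0% = DMSO control wells and 100% = blanks with heterologous ssDNA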
Target sequence (Q06609 whole entry, looked up): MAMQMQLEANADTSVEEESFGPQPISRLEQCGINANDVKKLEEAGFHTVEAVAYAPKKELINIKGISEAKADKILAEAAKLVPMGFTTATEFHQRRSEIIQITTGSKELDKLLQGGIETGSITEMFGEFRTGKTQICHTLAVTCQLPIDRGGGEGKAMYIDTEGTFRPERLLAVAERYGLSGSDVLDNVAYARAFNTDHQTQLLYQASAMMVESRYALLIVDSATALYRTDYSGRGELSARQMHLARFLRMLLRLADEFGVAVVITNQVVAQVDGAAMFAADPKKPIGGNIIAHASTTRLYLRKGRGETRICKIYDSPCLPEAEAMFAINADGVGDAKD
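Test system: preformed human Rad51 ssDNA filaments. Compound dosing: single dose, 10 µM final compound. Incubation: filaments 15 min 37 °C, then compound 30 min. Technique: FRET fluorescence dequenching, excitation 485 nm, emission 520 nm. Read-out basis: percent inhibition from fluorescence, normalised to plate control and blank means. Benchmarks: plate controls and plate blanks.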
zVAD death inh: inhibitors of zVAD-triggered necroptosis, primary screen, L929 cells. 220,000 compounds, 0.38% hits. L929 zVAD necroptosis rescue, ATP luminescence, 24 h; with zVAD 60 µM. viability rescue, % at 10 µM;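 active means activation, scaled between plate controls, above about 75%, limit read from the data; inactive means activation under that limit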;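 further: 0% = zVAD with DMSO and 100% = DMSO alone without zVAD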
EBV gp42 block: Epstein-Barr virus gp42 inhibitors, primary screen, biochemical, uHTS, fluorescence polarization. AID 1085, 2008. Glycoprotein 42 (Epstein-Barr virus (strain AG876)), Q1HVG2. inhibition, % (tested at 21.74 µM). Fluorescence polarization binding assay, mP read-out. 220,000 compounds, 0.42% hits; in the data active means inhibition above about 50%
Target sequence (Q1HVG2 whole entry, looked up): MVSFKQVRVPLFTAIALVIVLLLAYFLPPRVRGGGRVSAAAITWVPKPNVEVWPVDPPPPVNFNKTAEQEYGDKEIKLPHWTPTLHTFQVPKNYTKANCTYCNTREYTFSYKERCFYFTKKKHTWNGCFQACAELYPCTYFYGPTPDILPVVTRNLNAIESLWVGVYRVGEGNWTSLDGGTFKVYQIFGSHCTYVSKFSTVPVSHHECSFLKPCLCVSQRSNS
PERK inhibitor: block of dimerizer-induced PERK translation repression, primary screen, PERK inhibitor project, CHO PERK-DD cells, SEAP luminescence, HTS; inhibition, % at 5.6 µM; Eukaryotic translation initiation factor 2-alpha kinase 3 (Homo sapiens), Q9NZJ5; CHO PERK-DD fusion, SEAP luminescence translation reporter; 220,000 compounds, 0.17% hits;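 active means inhibition above the mean inhibition of all tested compounds plus 3 SD, set separately per screening campaign, cut at about 2.9% in these data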;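 further: PERK kinase domain activated by AP20187 dimerizer at 100 nM; 0% = DMSO with dimerizer and 100% = rapamycin at 8.4 µM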
The depositor's hits bear a star; . = not tested or not shown; [ ] = dose if it differs, or a comment.

Compound	eIF4E 4G PPI	PERK inhibitor	Rad51 HR inh	m-calpain inh	KCC2 mod	TNF death inh	MDM2 E3 inh	zVAD death inh	EBV gp42 block
COC(=O)CCNc1n[nH]c(=O)[nH]c1=O	-2.2	0.7	-1.2	13.2	1.05	0.4	-10.6	0.9	3.0
Cc1ccc(N2CC(C(=O)Nc3cc(C)on3)CC2=O)cc1 (stereo unspecified)	-5.4[fluorescence artefact?]	2.9*	7.5	-4.8	0.848	-4.2	-6.3	-0.2	6.5
Cc1cc(C)nc(NC(=NCCc2c[nH]c3ccccc23)NC(=O)C(C)(C)C)n1	-0.1	2.2	.	1.2	-1.41	1.3	-4.0	2.1	8.8
CCC(=O)c1ccc(OCCn2cnc3ccccc32)cc1	-8.6	0.5	6.0	29.4	-0.499	2.8	-37.4	1.4	-9.3
COc1ccc(CCNC(=O)C(=O)NCc2ccc(C)cc2)cc1OC	4.1	-0.5	-5.4	-27.7	-1.29	-4.9	-2.0	-0.3	4.0
COc1ccc(CNc2nc(NCc3ccc(OC)cc3)n(C(=O)c3ccncc3)n2)cc1	0.6	1.2	.	-2.4	-0.261	0.6	-23.0	-0.1	10.5
Cc1cnn(-c2ccc3nnc(-c4ccc(Br)cc4)n3n2)c1	-30.1[fluorescence artefact?]	-0.9	-1.1	-131.2	-0.55	1.3	-19.5	1.2	-10.5
Cc1ccc(N2CCN(C(=O)c3ccccc3NC(=O)c3ccccc3C(=O)O)CC2)cc1	7.6	-0.6	-31.9	-0.6	-1.68	1.0	-9.2	0.6	-13.6
COc1ccc(-n2cc(CNCCc3nc(C)cc(C)n3)c(-c3ccccc3Cl)n2)cc1	0.6	-0.2	10.2	-18.7	.	-3.1	-0.6	-1.5	1.5
O=c1n(Cc2ccccc2)c2cc(Cl)cnc2n1Cc1ccccc1	-0.7[fluorescence artefact?]	-1.4	-20.4	-14.7	0.108	1.5	6.0	-0.4	-10.0
Cc1cc(-n2c(SCC(=O)NCc3cccs3)nc3n[nH]c(C)c3c2=N)ccc1Cl	-6.2	0.2	4.1	-25.6	0.993	-2.1	-16.0	-0.1	-10.0
CCOc1cc(N2CCOCC2)c(OCC)cc1NC(=O)COc1ccc2ccc(=O)oc2c1	2.6[fluorescence artefact?]	0.3	-28.8	-15.6	-0.973	1.7	-8.9	-0.4	-6.4
Cc1nn(CC(=O)NCc2ccc(Cl)cc2)c(C)c1[N+](=O)[O-]	0.8	0.8	7.4	6.7	0.657	3.1	-2.1	-0.3	-3.3
O=C(COC(=O)c1n[nH]c2ccccc12)NC(=O)NC12CC3CC(CC(C3)C1)C2	-8.1	0.9	1.3	-11.7	1.67	-3.7	-2.5	0.3	-0.2
Cc1cc(C(=O)OCC(=O)Nc2ccc(S(=O)(=O)N3CCOCC3)cc2)c(C)o1	-17.1	0.6	3.6	24.4	-0.314	-1.8	-5.8	-0.3	1.4
COc1ccc(CCC(=O)N2CCCSC2=Nc2ccc(C(C)=O)cc2)cc1	3.3	0.2	1.0	-13.8	-0.787	5.6	-11.8	0.4	-0.3
CCN(Cc1ccccc1)S(=O)(=O)c1ccc(C(=O)Nc2nnc(C3CC3)o2)cc1	-1.8	.	-2.4	-20.2	3.62*	-1.3	2.7	1.3	-14.3
Oc1c(Cl)cc(Cl)cc1/C=C/c1ccc2cccc(O)c2n1	2.8	0.2	-38.0	-15.7	0.0433	-0.8	-3.8	7.6	4.3
CS(=O)(=O)N(CC(=O)Nc1ccc(S(=O)(=O)N2CCCC2)cc1)c1ccccc1F	8.9	0.2	-1.1	6.9	-0.765	1.9	3.4	0.5	-4.0
COc1ccc(Cl)cc1C(=O)NNC(=O)CSc1nnc2ccccn12	1.3	0.0	-2.2	-13.1	0.543	1.1	-12.8	0.9	-12.8
Cc1cc(C(=O)COC(=O)c2ccc3c(c2)NC(=O)CS3)c(C)n1CCc1ccc(Cl)cc1	-3.1	-0.2	-7.6	-0.8	0.127	-3.4	4.8	1.2	-9.2
CCc1cc2cc(C)c(C)cc2nc1SCC(=O)Nc1cc(C)on1	-3.3	0.6	.	-18.7	-1.34	0.5	6.1	3.2	2.8
COCCNc1nnc(SCC(=O)Nc2cc(-c3ccccc3)nn2-c2ccccc2)s1	0.7	-1.0	.	-18.3	0.0615	1.9	.	0.9	9.6
O=C(COC(=O)c1ccc(NS(=O)(=O)c2ccc3c(c2)OCCO3)cc1)NCC1CCCO1 (stereo unspecified)	6.9	-0.5	3.9	16.8	-0.136	1.0	3.6	0.2	-8.0
CCc1ccccc1OCC(=O)N(CC)CC(=O)NCc1ccc(F)cc1	5.0	0.8	-8.7	17.2	0.596	0.9	-6.9	0.9	-12.3

Record cards, as listed above:
`COc1ccc(Cl)cc1C(=O)NNC(=O)CSc1nnc2ccccn12` is entered as eIF4E 4G PPI = 1.3; PERK inhibitor = 0.0; Rad51 HR inh = -2.2; m-calpain inh = -13.1; KCC2 mod = 0.543; TNF death inh = 1.1; MDM2 E3 inh = -12.8; zVAD death inh = 0.9; EBV gp42 block = -12.8
`COc1ccc(CCC(=O)N2CCCSC2=Nc2ccc(C(C)=O)cc2)cc1` is entered as eIF4E 4G PPI = 3.3; PERK inhibitor = 0.2; Rad51 HR inh = 1.0; m-calpain inh = -13.8; KCC2 mod = -0.787; TNF death inh = 5.6; MDM2 E3 inh = -11.8; zVAD death inh = 0.4; EBV gp42 block = -0.3

(next part)
Compound	eIF4E 4G PPI	PERK inhibitor	Rad51 HR inh	m-calpain inh	KCC2 mod	TNF death inh	MDM2 E3 inh	zVAD death inh	EBV gp42 block
C/C(CC(=O)NC1CCCCCC1)=N\NC(=O)c1cnccn1	20.4	0.6	10.5	-4.1	0.922	0.9	4.0	0.5	-12.8
O=C(COC(=O)CCCOc1ccc(Cl)cc1Cl)NCc1ccc(F)cc1	-1.8	-0.3	-4.5	25.3	-0.394	1.0	-11.8	-0.6	8.8
Cc1cc(C)c(S(=O)(=O)N2CCN=C2c2ccccc2)cc1C	-9.9	-1.4	-7.3	19.6	-0.742	-1.5	-2.7	-1.2	7.1
CCN(CC)C(=O)c1cc(C(C)(C)C)c(O)c(C(C)(C)C)c1	-2.0[fluorescence artefact?]	0.2	1.3	11.3	-0.246	2.1	-1.4	1.8	-20.7
CCOC(=O)CN1NC2(CCC(C)CC2)NC1=S (stereo unspecified)	4.1[fluorescence artefact?]	-1.2	0.1	11.0	.	0.1	-8.9	0.6	-9.5
CC(=O)Nc1ccc(S(=O)(=O)N(Cc2ccccc2)c2ccccc2)cc1	-1.3	-1.3	-2.1	-1.2	-0.368	-0.5	-5.3	-0.2	9.4
Cc1cccc(CCNC(=O)c2nnc(Cc3ccc(Cl)cc3)o2)c1	1.2	0.7	.	2.9	-0.375	0.0	.	.	-3.1
COc1ccc(NC(=O)c2cccc(NC(=O)C3C4CC5OC(=O)C3C5C4)c2)c(OC)c1 (stereo unspecified)	-8.5[fluorescence artefact?]	-0.1	-8.6	-34.6	-0.202	-0.2	-10.3	0.0	-18.6
COc1ccc(/C(N)=N/OC(=O)CCCc2ccccc2)cc1OC	12.6	1.3	0.4	-5.0	-0.386	1.9	-2.6	1.0	-7.8
Cc1ccc(Sc2oc(/C=N/n3cnnc3)cc2Br)cc1	8.9	1.0	-3.2	-55.0	-0.721	-1.9	-2.4	0.2	-13.6
O=C1CCC(=O)N1CN(Cc1ccco1)CN1C(=O)CCC1=O	5.8	1.4	-4.6	-0.4	.	-0.6	-5.6	-0.4	18.4
Cc1ccc(NC(=S)N(Cc2ccc(Br)cc2)Cc2ccc(C(=O)O)cc2)cc1C	-1.4	0.8	-1.2	-50.5	-1.13	0.6	-10.0	1.1	0.2
Cc1ccc(/C=C\c2nccc3c2[nH]c2ccccc23)cc1	1.8	0.8	2.2	-150.2	1.62	1.3	-18.4	6.4	-9.4
FC(F)(F)c1cc(C(F)(F)F)c2ccc(N3CCN(c4ccccc4)CC3)nc2n1	4.8	0.6	-2.4	-43.1	0.292	-0.2	-10.7	0.3	-0.3
CNc1cccc2c1C(=O)c1ccccc1C2=O	-1.5	0.1	-12.9	-7.5	-0.0283	0.2	-7.0	10.5	78.4*
O=C(Nc1ccc(Br)cc1F)c1cccnc1	-3.6[fluorescence artefact?]	0.3	1.4	30.6	0.308	0.3	-3.8	0.8	-1.2
Cc1ccc(NC(=O)c2csnn2)c(C)c1	-4.0	1.1	2.9	20.4	-1.28	-1.9	-16.3	-1.1	-14.5
CCN1CCN(C(=S)c2ccc(Cl)cc2)CC1	-0.1	-0.7	2.2	-5.1	.	0.2	-21.4	-0.3	-3.7
Cc1ccc(Nc2nc(COC(=O)COc3ccc(C=O)cc3)cs2)cc1	-1.6	0.5	-3.0	-4.5	-0.589	1.6	0.6	-0.1	-7.9
Cc1cc2oc(C(=O)NC3CCS(=O)(=O)C3)c(C)c2cc1C (stereo unspecified)	-7.8	-0.6	-6.0	-72.3	-0.0818	-1.6	-3.9	1.1	-3.2
O=C(c1c[nH]c2ccccc12)N1CCOCC1	-0.7	0.5	5.5	36.8	-0.603	0.3	6.6	2.0	-5.0
O=C(NC1(C(F)(F)F)C(=O)Nc2c1c(=O)[nH]c(=O)n2-c1ccccc1)c1cccnc1 (stereo unspecified)	7.0[fluorescence artefact?]	0.9	-5.3	3.5	.	0.4	-7.1	0.6	-15.6
CCOc1ccc(NC(=O)C2CC(=O)OC2c2ccccc2)cc1 (stereo unspecified)	0.3	0.4	7.4	-22.8	-0.0973	-0.5	-5.0	4.1	3.6
NC(=O)C1(N2CCCCC2)CCN(Cc2ccc(Br)cc2)CC1	2.3	-0.4	.	-23.4	0.537	-0.1	-8.8	0.7	-7.2
CN(C)CCSc1nnc(-c2ccccc2)o1	3.2	0.0	2.2	-10.5	0.525	2.5	-12.3	3.4	-23.5

(listing goes on)
Compound	eIF4E 4G PPI	PERK inhibitor	Rad51 HR inh	m-calpain inh	KCC2 mod	TNF death inh	MDM2 E3 inh	zVAD death inh	EBV gp42 block
CC(C)c1ccccc1NC(=S)N1CCN(S(=O)(=O)c2cccs2)CC1	0.2	1.6	2.0	12.7	-0.584	0.0	0.4	1.2	-8.6
O=C(c1ccccc1Cl)N1CCC(n2cccc2)CC1	3.0	0.2	-19.0	18.1	.	0.7	-14.7	0.3	-16.4
C=CCn1c(NC(=O)c2ccc(C)cc2)c(C#N)sc1=N	-8.9[fluorescence artefact?]	-0.7	-1.8	1.9	0.842	-4.4	-11.0	-0.4	-81.8
CCc1cccc(CC)c1NC(=O)Cn1c(-c2ccc(F)cc2)noc1=O	-3.5	-0.2	12.0	-17.7	0.102	-0.1	-25.7	0.9	10.9
